Screening results from PubChem.
Salmonella PhoP GFP – PhoP regulon inhibitors, Salmonella typhi PhoP promoter GFP reporter, confirmatory (AID 1850); hit rate 0.33% among 310,000; Salmonella Typhi PhoP-promoter GFP reporter, fluorescence, 4 h; higher % means a stronger effect; one-dose inhibition, % at 50 µM; IC50 in µM for titrated hits; in the data active = a potency from the dose series; inconclusive = inhibition mostly from about 25% at the one dose, without a potency; inactive = the rest, 99 in 100 with inhibition below about 19%;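 also: 0% = induced wells with vehicle and 100% = uninduced wells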
inhibitors of VEEV – inhibitors of VEEV TC-83 cytopathic effect, confirmation, Vero cells (AID 588727); Vero cells, VEEV TC-83 cytopathic effect inhibition; higher % means a stronger effect; inhibition, % at 20 µM, or IC50 in µM where a hit was titrated; hit rate 0.13% among 350,000; in the data active = a potency from the dose series; inconclusive = inhibition mostly from about 14% at the one dose, without a potency; inactive = the rest, 99 in 100 with inhibition below about 12%; also: strong numbers were not always called active
H37Rv inhibition – M. tuberculosis growth inhibition, HTS (AID 449762). M. tuberculosis H37Rv growth inhibition, 7H9 media; higher % means a stronger effect. one-dose inhibition, % at 25 µM; IC50 in µM for titrated hits. hit rate 0.59% among 330,000; in the data active = a potency from the dose series; inconclusive = inhibition above about 70% without an active follow-up result;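 also: bacterial growth assessed after seven days of incubation; strong numbers were not always called active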
influenza NS1A – H1N1 influenza NS1A inhibitors, functional cell based assay (AID 504329). NS1A functional cell-based assay, percent inhibition; higher % means a stronger effect. hit rate 0.3% among 340,000. one-dose inhibition, % at 12.5 µM; IC50 in µM for titrated hits; in the data active = a potency from the dose series; inconclusive = inhibition above about 27% without an active follow-up result; also: strong numbers were not always called active
M. tuberculosis – growth inhibition of non-replicating M. tuberculosis (AID 488890); Mycobacterium tuberculosis non-replicating, growth inhibition; higher % means a stronger effect; inhibition, % at 25 µM, or IC50 in µM where a hit was titrated; hit rate 0.39% among 320,000; in the data active = a potency from the dose series; inconclusive = inhibition mostly from about 82% at the one dose, without a potency; inactive = the rest, 99 in 100 with inhibition below about 76%;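 also: plate controls were DMSO cells for no effect and high antibiotic wells for full effect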
inhibitors of VEEV 10K pilot screen – further read-out of inhibitors of VEEV, marked with its call; inhibition, %; measured here: 10K pilot screen inhibition
* hit, by the source's call; i = inactive; ? = inconclusive; · = no result given.

SMILES	Salmonella PhoP GFP	inhibitors of VEEV	H37Rv inhibition	influenza NS1A	M. tuberculosis	others
O=C(Cc1ccc(F)cc1)N(c1ccccc1)C1C=CS(=O)(=O)C1 (stereo not given)	8%	0.3%	-6%	-10%	-1%
O=C(COc1ccccc1)Nc1ccc(S(=O)(=O)N2CCOCC2)cc1	-3%	i	4%	0%	-4%	inhibitors of VEEV 10K pilot screen=0.3
COc1ccc(S(=O)(=O)Nc2cccc3c2O[C@H](CN(C)C(=O)NC2CCCCC2)[C@@H](C)CN([C@H](C)CO)C3=O)cc1	·	i	4%	-26%	29%
O=C1CC(c2ccco2)Cc2nc(N3CCN(Cc4ccc5c(c4)OCO5)CC3)ncc21 (stereo not given)	-1%	4.1%	1%	0%	33%
O=C(Cn1cnc2c(cnn2-c2ccc(F)cc2)c1=O)NCCc1ccccc1	1%	1.0%	5%	-1%	-9%
O=C(Cn1ncc2c1-c1ccccc1OC2)Nc1ccc(S(=O)(=O)N2CCCCC2)cc1	5%	4.1%	-5%	-5%	20%	inhibitors of VEEV 10K pilot screen=0.6
Cc1cccc(CS(=O)(=O)c2ncc(Cl)c(C(=O)Nc3nnc(C(C)C)s3)n2)c1	-5%	?	-3%	2%	59%
CN(C)c1ccc(S(=O)(=O)NCC(=O)N2CCN(S(=O)(=O)c3cccc(F)c3)CC2)cc1[N+](=O)[O-]	·	1.2%	·	-3%	·
CCC(C)n1c(-c2cccs2)nc2nc3ccccc3nc21 (stereo not given)	-2%	0.7%	-2%	2%	5%
COc1ccc(NC(=O)c2ccc(NC3CC(=O)N(c4ccc(C)cc4C)C3=O)cc2)cc1 (stereo not given)	-4%	1.8%	-3%	-2%	-1%
C=CCOn1c(C)c(C(C)=O)c2c3nonc3ccc21	7%	2.5%	0%	-10%	2%
CC(C(=O)NC(=O)NCc1ccccc1)N1C(=O)c2ccccc2C1=O (stereo not given)	-5%	i	6%	-3%	1%
CCS(=O)(=O)C(=C1NCCO1)S(=O)(=O)CC	-1%	0.9%	-24%	-6%	-7%
CN(C(=O)Cn1nnc(-c2ccccc2)n1)C1CCS(=O)(=O)C1 (stereo not given)	-3%	1.6%	-5%	-8%	-2%
CC#CCN1c2ccccc2[C@]23C[C@@H](C(=O)OC)N(C(=O)c4ccco4)C2=NC(C(=O)OC)=C(C(=O)OC)[C@H]13	7%	i	-8%	-5%	5%
C#CCOCCOCCOCCNc1nc(N2CCN(C(=O)C([C@@H](C)CC)n3cc(C(N)COC(=O)C(F)(F)F)nn3)CC2)nc(N2CCN(C(=O)[C@H](CCCCN)n3cc(C(N)[C@H](C)CC)nn3)CC2)n1 (stereo not given in full)	-10%	·	53%	·	53%
Cc1nc2ccccn2c1/C(O)=C1\C(=O)C(=O)N(CCN(C)C)C1c1cccnc1 (stereo not given)	5%	0.4%	-4%	-20%	-9%
CCN1C(=O)c2cccc3c(NC(=O)c4ccc(S(=O)(=O)N(C)C)cc4)ccc1c23	3%	8.2%	2%	4%	-9%
Cc1ccc(NC(=O)c2cc(S(=O)(=O)N3CCCCC3)ccc2N2CCOCC2)cc1F	-5%	4.7%	2%	6%	14%	inhibitors of VEEV 10K pilot screen=1.7
Cc1cccc(NS(=O)(=O)c2ccc(C)c(NS(=O)(=O)c3cccs3)c2)c1	·	6.7%	·	-5%	·
CN1CCN(c2nc3c(c(=O)[nH]c(=O)n3C)n2Cc2ccccc2)CC1	-6%	i	1%	-3%	8%
Cc1sc2ccccc2c1CC1=NCCN1	-8%	0.1%	4%	8%	-8%
Cc1csc(NC(=O)c2cc3c(C)nn(Cc4ccccc4Cl)c3s2)n1	-5%	7.4%	8%	4%	27%
Clc1ccc(-c2nnsc2SCc2ccccc2)cc1	15%	0.9%	7%	-6%	46%
Cc1ccc2c(c1)c1c3n2CCN(C(=O)CCl)C3CCC1 (stereo not given)	7%	?	?	1%	?

Molecules from the list above that have a Cl atom:
SMILES	Salmonella PhoP GFP	inhibitors of VEEV	H37Rv inhibition	influenza NS1A	M. tuberculosis	others
Cc1cccc(CS(=O)(=O)c2ncc(Cl)c(C(=O)Nc3nnc(C(C)C)s3)n2)c1	-5%	?	-3%	2%	59%
Cc1csc(NC(=O)c2cc3c(C)nn(Cc4ccccc4Cl)c3s2)n1	-5%	7.4%	8%	4%	27%
Clc1ccc(-c2nnsc2SCc2ccccc2)cc1	15%	0.9%	7%	-6%	46%
Cc1ccc2c(c1)c1c3n2CCN(C(=O)CCl)C3CCC1 (stereo not given)	7%	?	?	1%	?

In the list so far, these contain a furan ring, fused or not.
SMILES	Salmonella PhoP GFP	inhibitors of VEEV	H37Rv inhibition	influenza NS1A	M. tuberculosis	others
O=C1CC(c2ccco2)Cc2nc(N3CCN(Cc4ccc5c(c4)OCO5)CC3)ncc21 (stereo not given)	-1%	4.1%	1%	0%	33%
CC#CCN1c2ccccc2[C@]23C[C@@H](C(=O)OC)N(C(=O)c4ccco4)C2=NC(C(=O)OC)=C(C(=O)OC)[C@H]13	7%	i	-8%	-5%	5%

Retrieved by compound from the entries so far:
SMILES	Salmonella PhoP GFP	inhibitors of VEEV	H37Rv inhibition	influenza NS1A	M. tuberculosis	others
Cc1cccc(NS(=O)(=O)c2ccc(C)c(NS(=O)(=O)c3cccs3)c2)c1	·	6.7%	·	-5%	·
CCC(C)n1c(-c2cccs2)nc2nc3ccccc3nc21 (stereo not given)	-2%	0.7%	-2%	2%	5%

(further entries)
SMILES	Salmonella PhoP GFP	inhibitors of VEEV	H37Rv inhibition	influenza NS1A	M. tuberculosis	others
COc1ccc(NC(=O)CC23CC4CC(CC(Br)(C4)C2)C3)c(OC)c1	0%	i	2%	-8%	5%
CC(C)(C)OC(=O)N1CCC(c2c(C(=O)N3CCN(C4CCCCC4)CC3)cnn2-c2ccccc2)CC1	-1%	i	-2%	12%	12%
CCOC(=O)c1[nH]c(C)c(C(=O)NCc2ccc(Cl)cc2)c1C	-13%	2.0%	-7%	6%	37%
C/C(=N\NC(=O)c1nnn(-c2nonc2N)c1CN(C)c1ccccc1)c1ccccc1O	-3%	9.5%	13%	-4%	37%
Nc1c(C(O)(C(F)(F)F)C(F)(F)F)cc(C(O)(C(F)(F)F)C(F)(F)F)c2ccccc12	5%	2.5%	8%	-1%	5%
COc1ccccc1-c1nnc(SCC(=O)Nc2ccc(N3CCOCC3)cc2)n1C	10%	1.9%	1%	-10%	-1%
COc1cc(S(=O)(=O)N2CCOCC2)ccc1N	-3%	0.2%	-6%	-1%	-1%
CCOC(=O)c1csc(NC(=O)CN2CCOCC2)n1	2%	0.6%	2%	-1%	-16%
O=C(c1cccc(C(F)(F)F)c1)C1CCCN(Cc2cccc(OCCO)c2)C1 (stereo not given)	-5%	i	-3%	-13%	5%	inhibitors of VEEV 10K pilot screen=0.3
O=C(NC(=S)NCc1ccccc1)C1CC1	-9%	0.5%	0%	·	14%
CS(=O)(=O)N1CCCC(C(=O)Nc2ccc(F)cc2F)C1 (stereo not given)	-2%	1.4%	-7%	-1%	3%
Cc1cc(C)n2nc(SCc3ccc(C#N)cc3)nc2n1	-10%	0.5%	-3%	5%	-1%
CCNc1nc(NCC)n2c(SCC(=O)Nc3ccccc3F)nnc2n1	2%	11%	0%	-3%	-5%
COc1ccccc1Cn1c(=S)[nH]c2cc(C(=O)N3CCC(C(N)=O)CC3)ccc2c1=O	-9%	0.5%	0%	-2%	-6%
CCCN(C(=O)CSc1nnnn1C)C1CCS(=O)(=O)C1 (stereo not given)	8%	0.8%	-3%	-14%	14%
c1ccc(Nc2nc3ccccc3o2)cc1	6%	0.4%	-3%	0%	14%
CC1CCc2c(sc(NC(=O)c3ccc(N4C(=O)CCC4=O)cc3)c2C(N)=O)C1 (stereo not given)	·	6.2%	5%	0%	13%
CC(C)c1nnc(NC(=O)CCS(=O)(=O)Cc2ccccc2)s1	-3%	i	-3%	1%	-1%
O=C(Nc1ccc(N2CCCCC2)cc1)c1cncc(Br)c1	-3%	8.5%	-9%	1%	31%
Cc1nn(CC(=O)N/N=C/c2ccc3c(c2)OCO3)c(C)c1Br	-2%	0.1%	1%	2%	-6%
O=C1C=C(c2cccc(Br)c2)C[C@@H](c2ccc3c(c2)OCO3)C1	·	0.8%	12%	-4%	14%
CCCC(=O)N(CCN1CCOCC1)c1nc2c(C)cccc2s1	-3%	3.5%	4%	4%	-7%
O=C(COc1ccc2c(c1)C(=O)CC1(CCCCC1)O2)NCc1ccccn1	0%	i	-7%	23%	29%
O=C(CC(O)c1ccccc1)Nc1ccccn1 (stereo not given)	·	6.5%	·	-20%	·
CCCC(=O)Nc1cc(C(F)(F)F)ccc1N1CCOCC1	7%	0.2%	-2%	8%	-11%

Remaining list, next part
SMILES	Salmonella PhoP GFP	inhibitors of VEEV	H37Rv inhibition	influenza NS1A	M. tuberculosis	others
CN(C(=O)CSc1nnc(NCc2ccccc2)s1)C1CCS(=O)(=O)C1 (stereo not given)	5%	0.4%	-7%	7%	4%
CCOC(=O)c1cccc(NC(=O)c2c(O)[nH]c(=O)[nH]c2=O)c1	-7%	0.1%	51%	-3%	?
O=C1CC(CCC(=O)NC2CC2)c2ccccc2N1 (stereo not given)	11%	4.5%	-3%	2%	7%	inhibitors of VEEV 10K pilot screen=2.4
Cc1cc2n(n1)C(c1ccc(N(C)C)cc1)Nc1ccccc1-2 (stereo not given)	1%	i	6%	10%	22%
Cc1cccc(C)c1NC(=O)N1CC=C(n2c(=O)[nH]c3ccccc32)CC1	3%	7.8%	-3%	20%	7%
C/C(=N/N=C/c1ccccc1O)c1ccccc1O	-2%	0.4%	8%	-15%	3%
Cc1ccc(-c2nnn3c2nc(NCCc2ccc(S(N)(=O)=O)cc2)c2ccccc23)cc1	-6%	0.2%	11%	-6%	-20%
N#Cc1c(-c2ccccc2)nc2n1CCS2	-1%	0.7%	-7%	-13%	0%
COc1ccccc1CCNC(=O)c1ccoc1C	6%	1.7%	3%	-2%	·
CCC(Sc1nc(N)c(NC(=O)c2ccc(OC)cc2)c(=O)[nH]1)C(=O)O (stereo not given)	-3%	0.9%	0%	-5%	-17%
O=c1[nH]c(CN(CCc2ccccc2)S(=O)(=O)c2ccc(Cl)cc2)nc2ccccc12	-3%	i	-4%	9%	-9%
Cc1ccc(NC(=S)N2CCN(S(C)(=O)=O)CC2)cc1	-3%	4.6%	-4%	25%	-4%
CC(=O)N1CCN(c2ccc(N=Cc3c(O)n(Cc4ccccc4)c(=O)[nH]c3=O)cc2)CC1	·	4.7%	·	-5%	·
CC1=C(C(=O)Nc2ccc(F)cc2)C(c2ccc(C)o2)C2=C(CC(C)(C)CC2=O)N1 (stereo not given)	-7%	0.9%	-10%	24%	3%
COc1ccc(CCCc2n[nH]c(=S)n2C)cc1C	0%	0.5%	-6%	9%	23%
COc1ccc(N2C(=O)CSCC2=O)cc1OC	0%	1.4%	-9%	-5%	-2%
COc1ccc(C2CCN(Cc3cccnc3)CC2O)cc1 (stereo not given)	-3%	0.5%	-6%	2%	7%
CCOc1ccc(N2C(=O)S/C(=C\c3ccc(O)c(OC)c3)C2=O)cc1	25%	4.2%	9%	-4%	-1%
COc1cccc(C(=O)NC(=S)N2CCN(c3ccc(C(F)(F)F)cc3[N+](=O)[O-])CC2)c1	5%	0.7%	-3%	9%	-21%
COc1ccc(Cl)c2sc(N3CCN(C(=O)C4=COCCO4)CC3)nc12	5%	11%	36%	-5%	11%
NC(=O)NC(=O)COC(=O)c1sc2ccccc2c1Cl	4%	1.0%	-4%	9%	·
OCCC1CN(Cc2ccc3cc(Cl)ccc3n2)CCN1Cc1ccsc1 (stereo not given)	-14%	0.1%	6%	-1%	40%
COCCN(C(=O)c1ccccc1)c1nc(-c2ccc(OC)cc2)cs1	3%	4.0%	19%	-5%	21%
O=C(/C=N/O)NCCCN1CCCCCC1	-9%	i	-2%	-1%	-12%
C[N+]1(CCOC(=O)C2(c3ccccc3)CCCC2)CCCCC1	-9%	0.8%	-6%	12%	14%

(more compounds)
SMILES	Salmonella PhoP GFP	inhibitors of VEEV	H37Rv inhibition	influenza NS1A	M. tuberculosis	others
Cc1ccc(C)c(COC(=O)c2cc([N+](=O)[O-])ccc2N2CCOCC2)c1	-3%	8.3%	46%	5%	13%
O=C1Cc2ccccc2N1c1ccccc1	-5%	2.9%	2%	2%	-2%
O=C(O)c1c(Cl)c(Cl)c(Cl)c(Cl)c1C(=O)N1CCCCCC1	5%	0.9%	-3%	-10%	-4%
CCOC(=O)c1oc2ccccc2c1NC(=O)CN1CCN(C)CC1	3%	1.5%	7%	12%	-18%
O=C(NCC(=O)N1CCN(c2ccccc2O)CC1)c1ccco1	-7%	2.1%	-24%	12%	1%
COC(=O)c1ccccc1NC(=S)NC(NC(=O)c1ccco1)C(Cl)(Cl)Cl (stereo not given)	3%	0.2%	5%	-6%	27%
Clc1cccc(N/N=C/c2ccc(N3CCOCC3)cc2)c1	-4%	2.5%	?	-7%	?
